NR1D1 modulator = modulators of human Rev-erb alpha DNA binding | AID 1259318 | Rev-erbα–FITC-DNA binding, fluorescence polarization, 90 min | 370,000 tested, 0.79% active | P20393 | activity, % at 10 µM;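 active means activity above about 14%, limit read from the data; passing the limit was not always enough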;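 further: 0% = DMSO wells with 35 nM protein and 100% = DMSO wells with 750 nM protein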
HTRA1 inhibitor = HTRA1 (human) protease inhibition. Q92743. AID 504803. 340,000 tested, 0.5% active. inhibition, % at 5.96 µM. recombinant HTRA1, FP-rhodamine activity-based probe, fluorescence polarization; in the data active means inhibition above about 36%;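 further: 0% = enzyme with DMSO and 100% = wells lacking enzyme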
PRMT1 inh = blocks human protein arginine methyltransferase 1; 370,000 tested, 1.3% active; inhibition, % at 2.79 µM; Q99873; recombinant PRMT1, activity-based probe fluorescence polarization;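 active means inhibition above about 21% made by adding two undisclosed values, limit read from the data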
mABHD4 FP = inhibitors of mouse ABHD4. Q8VD66. purified mABHD4, FP-Rh probe fluorescence polarization. inhibition, % at 8.92 µM. 370,000 tested, 0.54% active. AID 720543;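 active means inhibition exceeding the mean over every tested compound plus 3 SD, cut at about 30% in these data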;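 further: 0% = plate median of compound wells and 100% = S159A mutant with DMSO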
Target sequence (Q8VD66 whole entry, looked up): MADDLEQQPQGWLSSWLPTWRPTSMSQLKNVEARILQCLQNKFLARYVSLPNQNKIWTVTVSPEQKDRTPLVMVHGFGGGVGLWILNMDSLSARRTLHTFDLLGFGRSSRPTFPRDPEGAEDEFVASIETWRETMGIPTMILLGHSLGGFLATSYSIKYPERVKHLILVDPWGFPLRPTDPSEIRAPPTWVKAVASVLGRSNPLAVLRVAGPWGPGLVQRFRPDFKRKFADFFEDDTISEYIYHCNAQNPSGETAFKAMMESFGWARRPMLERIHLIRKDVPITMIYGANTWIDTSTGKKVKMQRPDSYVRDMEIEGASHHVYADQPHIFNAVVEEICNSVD
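Assay system: mABHD4 protein; medium: HEPES pH 7.0, NaCl, Pluronic buffer; dosing: 8.92 µM, single dose; schedule: 45 min + 60 min at 25 °C; signal: FP readout, ex 525 nm / em 598 nm; read-out: normalized percent inhibition of probe labeling; repeats: single replicate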
rCAG binder = r(CAG) repeat RNA binding; AID 651821; TO-PRO-1 dye displacement fluorescence; inhibition, % at 3 µM; 370,000 tested, 1.3% active;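 active means inhibition above the plate cutoff, the mean of all test compounds on that plate plus 3 SD, cut at about 35% in these data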;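 further: 0% = DMSO alone and 100% = 100 µM mitoxantrone as full dye displacement; higher means more dye released from RNA so lower well fluorescence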
LEDGF integ inh = blocks HIV-1 LEDGF/p75-dependent DNA integration; TR-FRET IN-LEDGF/p75 DNA integration, Eu/Cy5; inhibition, % at 3.7 µM; 370,000 tested, 0.64% active; AID 743269;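 active means inhibition above the screen-wide mean plus 3 SD, cut at about 13% in these data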;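 further: signal is the Cy5 over europium emission ratio at 671 and 618 nm; 0% = plate median of compound wells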
SIAE primary = inhibitors of human sialic acid acetylesterase SIAE; SIAE FP-Rh probe binding, fluorescence polarization; AID 1053197; 370,000 tested, 0.69% active; inhibition, % at 9.66 µM;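 active means inhibition above a cutoff: mean of compounds within the control limits plus 3 SD of those, cut at about 17% in these data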;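 further: 0% = plate median of compound wells and 100% = probe without SIAE protein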
Target sequence (Q9HAT2 whole entry, looked up): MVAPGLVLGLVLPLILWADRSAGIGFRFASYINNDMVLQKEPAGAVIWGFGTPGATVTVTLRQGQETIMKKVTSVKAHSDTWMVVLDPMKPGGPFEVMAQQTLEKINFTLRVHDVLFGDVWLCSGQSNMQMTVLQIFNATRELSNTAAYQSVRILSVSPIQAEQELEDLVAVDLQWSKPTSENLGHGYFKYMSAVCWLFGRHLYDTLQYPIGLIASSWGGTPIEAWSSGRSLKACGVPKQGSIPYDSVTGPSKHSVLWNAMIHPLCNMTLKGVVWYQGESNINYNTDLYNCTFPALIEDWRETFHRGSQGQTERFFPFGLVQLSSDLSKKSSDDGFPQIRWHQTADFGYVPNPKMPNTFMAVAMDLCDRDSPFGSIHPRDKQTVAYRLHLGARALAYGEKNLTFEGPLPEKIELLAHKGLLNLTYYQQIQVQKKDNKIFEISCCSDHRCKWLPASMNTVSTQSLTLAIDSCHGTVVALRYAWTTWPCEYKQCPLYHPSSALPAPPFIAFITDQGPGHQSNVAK
PG9 binder = binds the HIV-1 gp120 antibody PG9; TR-FRET gp120-PG9 antibody binding; inhibition, % at 6.7 µM; 360,000 tested, 0.43% active; AID 624416; in the data active means inhibition above about 8.5%
TDP2 absorb = blocks human TDP2 phosphodiesterase activity. O95551. recombinant TDP2, T5PNP hydrolysis, p-nitrophenol absorbance 415 nm. inhibition, % at 12.8 µM. 370,000 tested, 0.34% active. AID 720702;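 active means inhibition above the mean of all tested compounds plus 3 SD, set per campaign, cut at about 25% in these data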;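 further: 0% = DMSO with enzyme and 100% = buffer with substrate but no TDP2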
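Evaluation: % inhibition relative to enzyme-containing and enzyme-free wells. Material: recombinant human TDP2. Benchmarks: enzyme-free and DMSO wells. Timing: enzyme reaction with compound for 2 h at 37 °C. Compound dosing: 12.8 µM only. Measured by: p-Nitrophenol epi absorbance. Reagent: T5PNP substrate at 5 mM, a TopII-DNA adduct mimic. Replication: single well per compound.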
TCR-CD3 inh = blocks the human TCR-CD3 interaction; AID 651800; TAMRA-labeled TCR probe fluorescence, biochemical; 360,000 tested, 0.37% active; inhibition, % at 9.4 µM; in the data active means inhibition above about 19%;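 further: recombinant mutant TCR 2C K166C tagged with TAMRA read by polarization; 0% = receptor in buffer alone and 100% = receptor with positive control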
* hit, by the source's call; x = not tested or not shown.

SMILES	NR1D1 modulator	HTRA1 inhibitor	PRMT1 inh	mABHD4 FP	rCAG binder	LEDGF integ inh	SIAE primary	PG9 binder	TDP2 absorb	TCR-CD3 inh
CC(C)c1ccc(NC2CCCN(C(=O)CCCn3cncn3)C2)cc1 (stereo not given)	-4	7	2	3	-4	4	9	-3.8	19	8
CC(C)COC(=O)C1C(=O)CC(C)(O)C(C(=O)OCC(C)C)C1c1cccnc1 (stereo not given)	13	1	2	3	-6	4	-6	0.1	-8	0
Cc1ccccc1/C=N\NC(=O)c1ccccc1-n1cccc1	-1	-3	-5	-12	-2	5	-8	-3.4	-22	-3
C=CCN1C(=O)c2ccc(C(=O)N(CCOC)c3c(N)n(CCCC)c(=O)[nH]c3=O)cc2C1=O	-1	2	3	7	-5	-3	0	-1.7	-9	-9
COC(=O)CC1COc2ccccc2N1S(=O)(=O)c1ccc(Br)cc1 (stereo not given)	2	2	-2	-8	-4	-2	2	-1.8	-3	7
OC(CNc1ccccc1)COc1ccc(OCC(O)CNc2ccccc2)cc1 (stereo not given)	2	21	-2	5	-1	3	7	-1.9	-8	-2
O=C(O)CCCN1C(=O)c2ccc(C(=O)c3cccc([N+](=O)[O-])c3)cc2C1=O	-3	-5	-1	0	0	0	-5	-2.5	4	4
C[C@@H]1CN([C@@H](C)CO)C(=O)CCCn2nncc2CO[C@H]1CN(C)C(=O)c1ccc(N2CCN(C)CC2)cc1	-7	3	0	3	-1	2	5	1.1	6	-9
COc1ccc(-n2nc3c(c2NC(=O)C2CC2)CS(=O)(=O)C3)cc1	-3	-3	5	-9	0	-1	-5	-0.5	1	-2
CN(C)CCCNS(=O)(=O)c1cc(Cl)c(Cl)cc1Cl	1	-7	3	1	-2	-2	-5	-0.5	7	-8
C=C[C@]1(C)C[C@H]1[C@H](NP(=O)(c1ccccc1)c1ccccc1)c1ccccc1	0	-3	-1	-1	-5	-2	9	-1.3	-2	7
CC(C)N1CCN(Cc2ccc(-c3ccccc3)cc2)CC1CCO (stereo not given)	5	-9	-2	1	-4	-2	-4	0.1	7	4
COC(=O)CCC(=O)N1CCOCCOCCOCC1	2	-1	2	-2	2	1	-4	2.7	-8	-12
O=C(O)c1cc(-c2ccc3c(c2)OCCO3)n[nH]1	-3	3	-3	1	1	-4	1	-2.7	-5	2
c1ccc(-c2noc(-c3cccnc3)n2)cc1	-1	1	-4	-2	0	1	-3	1.2	8	3
CCOC(=O)c1sc2ncn(C(CC)C(=O)OCC)c(=O)c2c1C (stereo not given)	-8	1	2	1	0	0	-5	1.9	1	0
CCOc1ccc(NC(=O)COC(=O)CNC(=O)c2ccc(-c3ccccc3)cc2)cc1	-4	-4	1	3	2	-1	-7	-1.7	-11	-2
Cc1ccc(CNC(=O)CN2CCN(Cc3ccc(Cl)cc3)C2=O)cc1	0	-6	2	-7	-5	2	4	1.6	-2	-1
O=C1NC[C@H](CCCCN2C[C@H](Cc3ccccc3)N(CCc3ccccc3)C(=O)C2=O)N(CC2CCCCC2)C1=O	1	x	-2	3	4	2	-2	-0.3	-3	-1
Cc1cc(C(=O)Cn2c(CO)nc3ccccc32)c(C)n1C	-1	4	-5	-2	2	3	3	-0.6	12	3
COc1c(O)c(=O)n2c3ccccc3c3ccnc1c32	11	6	-5	-1	2	2	-1	-4.1	-9	-2
CN(C)S(=O)(=O)c1ccc2nnn(OCC(=O)NC3CCS(=O)(=O)C3)c2c1 (stereo not given)	3	1	-1	0	4	3	2	-2.4	-8	-1
CCNC(=O)CC1C(=O)N(c2ccc(F)cc2)C(=S)N1CCc1ccncc1 (stereo not given)	-8	1	4	-4	-2	4	2	0.2	5	15
O=C(NC1=NCCS1)c1cc(-c2cccc(Br)c2)nc2ccccc12	6	-43	-2	-24	10	2	-30	1.3	-1	-5
CC(=O)Nc1c(C(=O)c2ccccc2)oc2ccccc12	1	-1	-3	-5	-1	0	-7	1.4	-2	0
The list goes on:
SMILES	NR1D1 modulator	HTRA1 inhibitor	PRMT1 inh	mABHD4 FP	rCAG binder	LEDGF integ inh	SIAE primary	PG9 binder	TDP2 absorb	TCR-CD3 inh
CC1CCN(C(=O)c2cc3c(ccc4ccccc43)o2)CC1	-1	-18	-1	-2	0	4	0	-1.1	-3	0
CC(=O)Nc1ccc(/C=C/c2nc3ccccc3o2)cc1	2	-18	-2	-1	6	1	14	0.4	-1	-1
CSC1=NCCN1C(=O)Cc1cccs1	6	0	-3	3	4	-4	4	-0.6	5	7
NC(N)=N/N=C/c1ccccc1	-2	-3	-7	2	1	4	1	1.2	5	-1
O=C(c1ccccc1Oc1nnnn1-c1ccccc1)N1CCOCC1	1	1	-2	9	0	0	1	-1.4	0	-1
COCCN(C(=O)Cc1cccs1)C(C(=O)NCc1ccc(OC)cc1)c1ccc(C(C)C)cc1 (stereo not given)	0	-33	0	-9	-6	-6	-3	0.0	-10	-6
O=C(NNC(=O)C12CC3CC(CC(C3)C1)C2)c1cccc(O)c1	-2	3	0	-2	1	6	9	-1.5	1	-1
O=C(NNC(=O)C1CCN(Cc2ccc(Cl)c(Cl)c2)CC1)c1cccs1	5	-1	-2	2	-2	-1	0	-1.0	-3	7
CCCc1cc(=O)n2[nH]c(C)c(-c3ccccc3)c2n1	4	1	-2	-2	1	-1	2	1.5	5	-4
Cc1ccc(C(O)C(=O)c2ccco2)cc1 (stereo not given)	4	6	0	-1	1	0	-6	-0.6	7	-14
Cc1ccc(S(=O)(=O)N2CCCCC2)cc1NC(=O)C1CC(=O)N(Cc2ccccc2)C1 (stereo not given)	2	0	-1	-2	6	-1	-3	0.2	5	7
O=C(N/C(=C\c1ccc(O)cc1)C(=O)N1CCCCC1)c1ccccc1	3	1	-4	2	-3	4	3	-2.5	13	-4
COc1ccc(N2CCN(C(=O)CCS(=O)(=O)c3ccc4c(c3)NC(=O)C(C)S4)CC2)cc1 (stereo not given)	-4	-1	2	-1	-2	-2	0	-1.0	8	3
O=C1C2C3CCCC3=C3CCCC3C2C(=O)N1c1ccc(Cl)cc1 (stereo not given)	-2	5	-3	-2	-3	3	-1	-1.4	-2	1
CN1C(=O)C2(OCC(COc3ccc(Cl)cc3)O2)c2ccccc21 (stereo not given)	2	-15	-1	-13	0	-2	-1	-1.2	-2	3
O=C(C1CCCCN1S(=O)(=O)c1ccc(F)cc1)N1CCN(c2ccccc2F)CC1 (stereo not given)	-7	-3	2	6	0	-2	2	-1.4	7	2
O=C(OCc1ccc(Br)cc1)c1cccnc1Cl	-1	-4	1	0	-7	2	-6	-0.5	0	8
c1ccc(N2CCN(Cc3cnc(N4CCOCC4)s3)CC2)cc1	-2	2	0	3	-8	3	-2	0.6	-7	3
O=C(Nc1ccc2c(c1)OCCO2)C(CCc1ccccc1)N1CCN(c2ccc(F)cc2)CC1 (stereo not given)	1	x	-2	-10	6	2	6	-0.5	-3	-2
Cc1ccc(NC(=O)c2cncc(Br)c2)c([N+](=O)[O-])c1	-2	-4	3	9	5	-1	7	0.1	-9	-4
O=C(Cn1nnc2ccccc21)N/N=C/c1ccco1	-2	9	0	2	0	1	4	0.9	-1	-2
COc1ccc(CNC(=O)C2CCC(CNS(=O)(=O)c3ccc(C)cc3)CC2)cc1 (stereo not given)	4	1	-5	-6	-5	5	5	1.7	-24	-6
C[C@H](CO)N1C[C@H](C)[C@@H](CN(C)S(=O)(=O)c2cccs2)Oc2ccc(NC(=O)Nc3ccccc3)cc2C1=O	4	-22	-2	-13	7	3	-26	-0.4	9	-4
O=C(Nc1ccc(C(=O)N2CCCC2)cc1)C1CCCC1	-5	-1	-1	-4	3	-1	2	-1.3	0	0
C/C(CC(=O)Nc1cccc(F)c1)=N\NC(=O)C(=O)NC1CCCCC1	-9	0	2	-1	0	-5	2	-2.4	-9	-4
(listing goes on)
SMILES	NR1D1 modulator	HTRA1 inhibitor	PRMT1 inh	mABHD4 FP	rCAG binder	LEDGF integ inh	SIAE primary	PG9 binder	TDP2 absorb	TCR-CD3 inh
COc1cnn(C(C)(C)C)c(=O)c1Cl	4	6	-2	3	-2	-1	4	-1.4	8	-1
C/C(=N/NC(=O)c1ccccn1)c1c[nH]c2ccccc12	-4	12	-2	0	1	5	5	-3.9	-6	-7
COc1ccc(-c2cc(C(F)(F)F)c(C#N)c(=O)[nH]2)cc1	1	-6	-1	-5	20	-2	-8	3.7	4	-2
CCOc1ccc(CNC(=S)N/N=C\c2ccc([N+](=O)[O-])cc2)cc1	-2	2	1	-2	2	-1	3	-1.6	-3	5
Clc1cccc(-c2ccc3nccn3c2)c1Cl	3	x	2	7	0	7	1	1.2	6	-3
O=C(COc1cc(F)ccc1[N+](=O)[O-])NCCN1C(=O)CSC1=O	1	4	1	2	3	2	-3	-0.2	7	6
COc1ccc(S(=O)(=O)NCCc2nnc3ccc(SCC(=O)Nc4cc(C)on4)nn23)cc1	-2	6	0	2	2	3	2	-1.1	0	1
COc1cccc(C2CC(c3cccs3)=NN2C(=O)CCC(=O)O)c1OC (stereo not given)	-2	-9	-6	-9	11	7	-12	-2.8	-13	2
O=S1(=O)CC/C(=N\O)c2ccccc21	0	-1	0	4	2	-2	-2	-1.6	1	-2
O=C(O)C1CC=CCC1C(=O)Nc1ccc(S(=O)(=O)N2CCCc3ccccc32)cc1 (stereo not given)	-2	-10	-1	-13	36*	8	-4	-2.9	-15	-12
Fc1ccc(Nc2nc(N/N=C/c3ccco3)nc(N3CCCCC3)n2)cc1	x	-21	-4	6	3	8	5	0.8	23	-2
CCc1ccc(C(=O)Nn2c(C)nc3ccccc3c2=O)cc1	-1	3	-4	-6	3	0	-1	-2.4	-10	1
CCOC(=O)c1cc2sccc2n1CC(=O)Nc1ccc(OC)cc1	7	-1	0	10	2	1	1	12*	-14	-1
COc1cc(OC)c(C2NC(=O)CCC2[N+](=O)[O-])cc1OC (stereo not given)	1	8	-7	-3	-4	4	-1	-1.2	-3	-1
CCOCCCN(Cc1ccco1)C(=O)c1cc2c(=O)[nH]c3ccc(C)cc3c2s1	-7	-44	7	-6	2	4	-3	0.0	-5	-10
COc1ccccc1NC(=O)c1ccc(N)cc1	-1	7	1	7	2	2	9	0.2	-1	-2
Cc1c(N=Cc2cccnc2)c(=O)n(-c2ccccc2)n1C	-1	2	-1	5	0	-3	21*	-3.2	-3	-1
COc1ccccc1[C@H]1C(c2ccc(F)cc2)=NN(c2ccccc2)[C@@H]1CO	-2	15	-2	12	9	1	10	4.0	-2	8

Marked active in SIAE primary, among the entries above:
compound	NR1D1 modulator	HTRA1 inhibitor	PRMT1 inh	LEDGF integ inh	SIAE primary	PG9 binder	TDP2 absorb	TCR-CD3 inh
Cc1c(N=Cc2cccnc2)c(=O)n(-c2ccccc2)n1C	-1	2	-1	-3	21*	-3.2	-3	-1

Reformatted in CSV form: 3 of the compounds above.
molecule,NR1D1 modulator,HTRA1 inhibitor,PRMT1 inh,mABHD4 FP,rCAG binder,LEDGF integ inh,SIAE primary,PG9 binder,TDP2 absorb,TCR-CD3 inh
O=S1(=O)CC/C(=N\O)c2ccccc21,0,-1,0,4,2,-2,-2,-1.6,1,-2
CCc1ccc(C(=O)Nn2c(C)nc3ccccc3c2=O)cc1,-1,3,-4,-6,3,0,-1,-2.4,-10,1
Cc1c(N=Cc2cccnc2)c(=O)n(-c2ccccc2)n1C,-1,2,-1,5,0,-3,21*,-3.2,-3,-1

Source: PubChem BioAssay (several laboratories)

Not all compounds are listed, so the mix of outcomes need not match the whole.
